PI5P4K alpha inh: inhibitors of human PI5P4K alpha. P48426. PI5P4Kalpha enzyme, ADP-Glo luminescence, 60 min; hits give low values. max response, %. hit rate 1.2% among 330,000. AID 652105; active means max response of -50% or lower; inconclusive means between -30% and -50%; inactive means -30% or higher; further: value at the top dose of about 77 µM; on the % scale 0 is the no-effect control and ±100 the full control effect
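Controls without substrate or without enzyme flank wells where PI5P4Kalpha converts substrate using 5 microM ATP (final). Incubation lasts 60 minutes at room temperature; ADP formed is read by ADP-Glo luminescence.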
EPAC1 ag: EPAC1 (human) agonism; O95398; EPAC1 agonist qHTS, biochemical assay; response scale: 100% = response to 6.5 mM cAMP; Potency, µM (doses to about 154 µM), without a hit: top-dose activation, hits mostly activators; hit rate 0.073% among 360,000; AID 720707; further: potency means the concentration at half of the fitted maximal effect; nearly all actives have a fitted effect of over 60% in size
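Nucleotide exchange assay: 100 nM EPAC1 with 250 nM Rap1B loaded with BODIPY-GDP and 50 uM GDP, room temperature. Fluorescence (480/540 nm) read every 5 min for 30 min; signal change normalized to 6.5 mM cAMP as full agonist.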
CCT modulator: cytosolic chaperonin activity modulation; purified chaperonin ATPase assay, HTRF ADP detection, 30 min; activity change, % (concentration not given with the values), hits read low; hit rate 0.3% among 360,000; in the data active means activity change below about -30%; further: on the % scale 0 is the no-effect control and ±100 the full control effect
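We incubate TRiC, 40 or 20 nM final, with library compounds at 76 uM and 10 uM ATP for 30 min at 37 °C. ADP formed is detected with Transcreener HTRF reagents after 30 min at room temperature.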
WRN helicase inh: inhibitors of human WRN helicase. Potency, µM (titrated, usually from 114 µM), for the others: at the top dose activity change, negative = inhibition, hits mostly inhibitors. hit rate 0.46% among 360,000. AID 651768. Q14191. WRN helicase unwinding, fluorescent forked duplex, kinetic; further: potency means the concentration at half of the fitted maximal effect; on the % scale 0 is the no-effect control and ±100 the full control effect; nearly all actives have a fitted effect of over 55% in size
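Screening of the MLSMR collection measured strand separation of a quenched forked DNA duplex (100 nM) by 20 nM WRN with 2 mM ATP, all final. Compounds were preincubated with enzyme 15 min at room temperature.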
IL2 activator: IL-2 activation. AID 652025. IL-2 activation reporter assay, cell-based qHTS; stimulated with anti-CD3/CD4/CD28 beads; in transgenic mouse T cells. activation, % (series mostly up to about 46 µM). hit rate 0.065% among 360,000; in the data active means activation above about 50%; inconclusive means mostly about 30% to 49%; further: 0% is about no effect
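Quantitative HTS in unstimulated transgenic mouse T cells, with memory T cells as non-tolerant control and PMA/ionomycin as tolerance-bypass control. Compound pretreatment lasted 60 minutes before 18 h bead stimulation; EGFP/DsRed fluorescence read.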
EPAC1 antagonist: blocks human EPAC1 exchange factor | O95398 | EPAC1 GEF assay, Rap1b-BODIPY-GDP exchange fluorescence | Potency, µM (top dose mostly 115 µM), for the others: at the highest dose activity change, negative = inhibition, hits mostly inhibitors | hit rate 0.14% among 360,000 | AID 720709;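 further: potency means the concentration at half of the fitted maximal effect; plate controls were vehicle for no effect and positive control for full effect; nearly all actives have a fitted effect of over 50% in size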
PLK1 PBD inh: inhibitors of human PLK1 polo-box domain binding; Plk1 PBD binding of FITC phosphopeptide, fluorescence polarization; AID 720504; P53350; hit rate 2.8% among 360,000; Potency, µM, inactives show max response, negative = inhibition, usual class: inhibitors; further: potency means the concentration at half of the fitted maximal effect; series mostly up to about 57 µM; on the % scale 0 is the no-effect control and ±100 the full control effect; nearly all actives have a fitted effect of over 65% in size
EPAC2 ag: activates human EPAC2 exchange factor; EPAC2 activation, biochemical qHTS; response scale: 100% = 6.5 mM cAMP response; Potency, µM (titrated, usually from 154 µM), for the others: at the top dose activation, most hits filed as activators; hit rate 0.079% among 360,000; AID 720711; further: potency means the concentration at half of the fitted maximal effect; nearly all actives have a fitted effect of over 50% in size
Target sequence (Q8WZA2 whole entry, looked up): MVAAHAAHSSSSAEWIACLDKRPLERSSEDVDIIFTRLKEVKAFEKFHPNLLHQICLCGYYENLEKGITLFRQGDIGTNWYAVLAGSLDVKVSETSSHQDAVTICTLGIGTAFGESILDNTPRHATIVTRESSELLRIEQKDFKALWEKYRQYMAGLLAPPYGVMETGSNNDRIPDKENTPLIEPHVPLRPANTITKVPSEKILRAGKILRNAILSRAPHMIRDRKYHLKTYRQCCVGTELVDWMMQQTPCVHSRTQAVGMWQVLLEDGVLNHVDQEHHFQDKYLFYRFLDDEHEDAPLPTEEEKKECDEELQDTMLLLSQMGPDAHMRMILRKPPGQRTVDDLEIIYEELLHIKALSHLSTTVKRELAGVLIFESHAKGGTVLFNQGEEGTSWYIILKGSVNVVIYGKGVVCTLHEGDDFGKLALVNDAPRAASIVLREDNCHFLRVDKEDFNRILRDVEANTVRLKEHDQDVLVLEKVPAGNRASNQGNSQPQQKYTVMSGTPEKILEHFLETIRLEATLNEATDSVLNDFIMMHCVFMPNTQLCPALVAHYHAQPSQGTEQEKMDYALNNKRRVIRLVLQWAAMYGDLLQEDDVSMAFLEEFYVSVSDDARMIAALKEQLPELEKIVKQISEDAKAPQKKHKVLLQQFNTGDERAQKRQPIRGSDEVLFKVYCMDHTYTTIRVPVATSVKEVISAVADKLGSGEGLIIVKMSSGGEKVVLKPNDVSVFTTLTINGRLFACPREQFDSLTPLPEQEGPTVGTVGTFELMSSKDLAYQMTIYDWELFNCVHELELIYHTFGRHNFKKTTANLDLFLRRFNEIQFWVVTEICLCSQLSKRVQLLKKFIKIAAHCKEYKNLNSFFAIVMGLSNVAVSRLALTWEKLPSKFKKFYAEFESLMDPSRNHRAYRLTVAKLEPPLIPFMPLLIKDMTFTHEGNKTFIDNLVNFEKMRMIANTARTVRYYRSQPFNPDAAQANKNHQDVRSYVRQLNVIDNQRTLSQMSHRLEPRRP
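Compounds were titrated in qHTS against a Rap1B-BODIPY-GDP (250 nM) complex with EPAC2 (100 nM) and GDP (50 uM). BODIPY-GDP release tracked at 480/540 nm over 30 min at room temperature, normalized to 6.5 mM cAMP.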
Starred values were filed as active, the others as inactive; u = inconclusive; x = no result given; [ ] = dose if it differs, or a comment. Unless noted, the call rests on the fitted dose curve; in most records, active means well fitted curve in the direction sought with a large enough effect; inconclusive means small, poorly fitted or top-dose-only effect, or another doubt; inactive means no such curve, though single readings can be large; an effect the other way counts as inactive or inconclusive. Not all compounds are listed; the hit share may differ from the screen's.

Sequence of screens – PI5P4K alpha inh, EPAC1 ag, CCT modulator, WRN helicase inh, IL2 activator, EPAC1 antagonist, PLK1 PBD inh, EPAC2 ag
Cc1cc(Cl)c(S(=O)(=O)N2CCCCCC2)cc1OCC(=O)NC1CCCCC1
 : 3.0, 2.0%, 0.0, -18.7%, -0.5, 14.3%, 2.8%, -11.0%
N#Cc1nc(COc2ccc(Br)cc2)oc1N1CCCCCC1
 : -7.8, -21.6%, -0.3, -6.9%, -3.9, -1.6%, -0.6%, 11.6%
CC(=O)N1CCN(c2nnc(-c3ccccc3)c3ccccc23)CC1
 : -3.0, -0.6%, -0.4, -3.7%[57.1 µM], -1.5, 14.8%, -5.4%, -1.9%
CCOC(=O)/C(C#N)=N/Nc1ccc(S(=O)(=O)N2CCc3ccccc32)cc1
 : 1.1, 14.2%, 1.0, -16.5%, 0.1, 0.2%, -1.7%, 1.8%
CCOC(=O)c1nn(-c2ccccc2C)c(=O)c2c(N)scc12
 : u, -4.1%, 1.3, u, 0.3, -29.2%, -14.2%, 4.8%
CC1Cc2ccccc2N1C(=O)CO/N=C/c1ccc(OC(F)F)cc1 (stereo not drawn)
 : 3.5, 5.6%, -0.8, -4.2%, -2.1, -19.8%, 3.7%, 4.4%
O=C1NC(C2CC3C=CC2C3)Nc2ccccc21 (stereo not drawn)
 : 1.3, -10.8%, -0.6, -4.1%, -1.9, 0.0%, 6.7%, 0.8%
O=C(C(=O)N1CCN(c2ccccc2)CC1)c1ccc2c(c1)OCO2
 : -6.7, -8.8%, x, -1.1%, -0.5, 1.3%, -10.2%, 5.7%
CCC(=O)NC1=C(NC(C)c2ccccc2)C(=O)c2ccccc2C1=O (stereo not drawn)
 : 2.9, -5.4%, 0.5, 4.4%, -2.7, -7.8%, -1.7%, -7.8%
CCn1c(COc2ccc3c(c2)CCCC3)nnc1SCC(=O)Nc1nccs1
 : x, 1.0%, 2.2, 4.0%, -2.1, -4.7%, -3.5%, 12.2%
Cc1ccc(S(=O)(=O)Nc2ccccc2O)cc1
 : 7.8, 8.2%, x, -3.7%, 3.3, 3.0%, -6.1%, 2.5%
CS(=O)(=O)N(CC(=O)Nc1cc(Cl)ccc1Cl)c1ccccc1Cl
 : 2.6, 18.3%, -1.3, -9.6%, -0.7, -29.7%, -14.0%, 20.2%
COC(=O)c1c(C)[nH]c(C(=O)C(C)Sc2nnc(-c3cc(OC)c(OC)c(OC)c3)o2)c1C (stereo not drawn)
 : 3.6, -3.0%, 2.9, -0.1%, -2.9, -2.8%, -2.1%, -8.0%
C=CCNC(=S)N1CCN(C2CCCCC2)CC1
 : -2.9, 3.1%, 0.0, 3.0%, 0.7, 8.1%, 1.9%, 2.2%
NS(=O)(=O)c1ccc(NC(=O)COC(=O)C2CCCCC2)cc1
 : -3.1, 15.2%, 0.6, -20.9%[57.1 µM], -2.4, -22.8%, -2.7%, -3.1%
O=C(CCc1ccc(S(=O)(=O)N2CCOCC2)cc1)Nc1c(F)cccc1F
 : 1.6, -9.7%, 0.5, 7.9%, -0.7, -2.7%, -3.9%, 3.1%
CCOC(=O)c1[nH]cnc1C(=O)NC1CCN(C(=O)OC(C)(C)C)CC1
 : -14.8, -4.6%, -1.8, 7.2%, -0.4, 9.9%, -0.2%, 4.7%
O=C1c2ccccc2C(=O)N1OCc1ccc(Cl)cc1
 : 2.2, -4.5%, -2.4, 5.3%, -0.3, 11.7%, -12.5%, -19.4%
CC(C)Nc1ncnc2c1ncn2[C@H]1CN(Cc2ccco2)C[C@@H](CO)O1
 : 1.8, 1.9%, -0.3, -6.3%, 1.4, 4.9%, -3.3%, 2.3%
CC(OC(=O)c1ccccc1C(=O)N(C)C1CCCCC1)C(=O)NC1(C#N)CCCCC1 (stereo not drawn)
 : -6.1, -3.4%, -0.5, 2.6%, 2.9, -8.3%, -15.7%, 2.5%

Profiles as entered above. Order of values: PI5P4K alpha inh	EPAC1 ag	CCT modulator	WRN helicase inh	IL2 activator	EPAC1 antagonist	PLK1 PBD inh	EPAC2 ag
`COC(=O)c1c(C)[nH]c(C(=O)C(C)Sc2nnc(-c3cc(OC)c(OC)c(OC)c3)o2)c1C` (stereo not drawn) across the screens: 3.6	-3.0%	2.9	-0.1%	-2.9	-2.8%	-2.1%	-8.0%
`O=C(C(=O)N1CCN(c2ccccc2)CC1)c1ccc2c(c1)OCO2` across the screens: -6.7	-8.8%	x	-1.1%	-0.5	1.3%	-10.2%	5.7%

Next part
Sequence of screens – PI5P4K alpha inh, EPAC1 ag, CCT modulator, WRN helicase inh, IL2 activator, EPAC1 antagonist, PLK1 PBD inh, EPAC2 ag
COc1ccc(Cl)cc1NC(=O)CN1CCN(C(=O)N2CCOCC2)CC1
 : 0.2, -5.8%, -1.3, -3.9%, -0.1, -4.9%, 2.1%, -2.8%
COc1ccc(-c2ccc(=O)n(Cc3ccccc3)n2)cc1
 : 1.7, 2.9%, 1.2, -10.7%, 0.5, -7.2%, -4.1%, 7.9%
COc1cc(-c2cc(C(=O)NCc3ccco3)c3ccccc3n2)cc(OC)c1OC
 : -1.1, 4.5%, 2.1, -9.5%, -3.5, -4.6%, -13.6%, 22.5%
COc1ccc(N2CCN(C(=O)CCc3ccccc3OC)CC2)cc1
 : 2.1, -171.5%[inhibitor], -0.2, -6.1%, -0.1, 89.1µM*, -13.7%, 9.5%
COc1ccc(C(=O)Nc2ccc3[nH]ncc3c2)cc1OC
 : 0.3, -3.6%, -3.0, -30.8%, -0.7, -11.0%, -9.4%, 8.3%
CN(C)c1ccc(/C=C/C(=O)c2cccc(Br)c2)cc1
 : x, 100µM*, 0.5, u, u, 68.0%[activator], 5.4%, 100µM*
COc1ccc(NS(=O)(=O)c2ccc(N3CCOCC3)c(NC(=O)c3ccccc3Cl)c2)cc1
 : -4.0, -10.0%, -3.4, -4.4%, -0.7, -28.2%, 2.6%, 4.9%
COc1ccc(C2CC(=O)Nc3n[nH]c(-c4ccccc4)c32)cc1OC (stereo not drawn)
 : 6.7, -2.1%, -4.8, 14.5%, -0.9, -14.1%, 1.8%, -6.5%
COc1ccc(OC)c(C(c2nnnn2C2CCCC2)N2CCN(c3ccccc3)CC2)c1 (stereo not drawn)
 : 1.8, 20.8%, -1.5, -18.3%, 0.0, 0.1%, -6.5%, 20.3%
O=C(Nc1c(Br)cc2c(c1Br)Cc1ccccc1-2)C(Cl)Cl
 : 10.8, 6.5%, -0.7, 2.4%, -0.1, 6.6%, -0.2%, 1.0%
CN(C)CCn1c(=S)[nH]c2ncccc2c1=O
 : 3.7, -4.6%, 0.9, 5.4%, 1.8, -4.8%, 3.0%, -10.1%
CC(C)[C@H](NC(=O)c1ccco1)C(=O)N(C)Cc1ccc(C(F)(F)F)cc1
 : -0.2, -6.1%, -0.7, 4.0%, -0.2, -0.1%, 4.8%, -6.5%
O=C(CSc1n[nH]c(=O)n1Cc1ccccc1)Nc1ccc(N2CCOCC2)cc1
 : -0.3, 7.5%, -2.0, 2.1%, -4.4, -20.9%, -5.9%, 0.5%
O=C(COC(=O)C1CCN(S(=O)(=O)c2cccs2)CC1)c1ccc2c(c1)OCCO2
 : -0.7, -11.8%, -0.4, 0.2%, -2.9, 0.2%, -2.5%, 1.4%
CCCCOC(=O)c1cc(=O)[nH]c2ccc(C)cc12
 : 2.0, -0.5%, 1.7, -5.6%, -3.3, -0.6%, 4.4%, -1.8%
COC(=O)C[C@@H]1OC[C@H](CO)N1S(=O)(=O)c1ccc(C)cc1
 : -0.5, -3.9%, x, 9.7%, 0.1, 33.9%[activator], -5.6%, 1.1%
CN(C)c1nc2c(c(=O)[nH]c(=O)n2C)n1Cc1ccccc1Br
 : x, 4.0%, 0.0, -5.8%, 0.4, -1.7%, -3.2%, 5.0%
Cc1ccc(COC(=O)c2cccc(S(=O)(=O)N3CCCCCC3)c2)cc1
 : 12.3, 17.0%, -5.1, -9.6%, -3.7, -13.7%, -1.9%, 7.9%
O=C(/C=C/c1cccc(F)c1)N1CCc2ccccc21
 : 4.2, -5.5%, -1.5, -5.9%, -0.4, -4.8%, 2.4%, -11.1%
OCCNc1nc(-c2ccccc2)c2cc(Cl)ccc2n1
 : 9.7, -2.4%, -0.3, -1.8%, -2.1, -3.9%, -15.0%, -3.8%
COc1ccc(N(CC(=O)NCCSCc2c(F)cccc2Cl)S(C)(=O)=O)cc1OC
 : x, -1.7%, -5.7, 0.9%, -1.2, -10.8%, -1.3%, 0.4%
Cc1ccc(C)c(OCC(=O)Nc2ccc3c(c2)OCO3)c1
 : -20.4, 0.0%, -1.4, -4.3%, -0.5, -17.3%, -12.5%, -1.1%
CCCOc1cc(C)c(Cl)cc1S(=O)(=O)N(CC)CC
 : -0.6, -7.5%, 2.1, 3.4%, -2.5, -13.3%, 2.3%, 1.3%
COc1ccc2oc(C(=O)NN3C(C)CCCC3C)c(C)c2c1 (stereo not drawn)
 : -1.7, -7.1%, 2.8, 6.0%, 0.5, 6.2%, -0.5%, 0.7%
CCOC(=O)c1cc(C)nc(S(C)(=O)=O)c1C#N
 : 1.2, 14.3%, -0.5, -1.8%, -1.1, -24.3%, -3.2%, 11.2%
COc1ccccc1/C=C1\CCC(C2CCCC2)C1=O (stereo not drawn)
 : 20.5, 2.1%, 0.6, -4.0%, 0.3, -24.9%, -1.1%, 11.5%
CCOC(=O)COc1ccc2c(c1)c(C(C)=O)c(C)n2-c1ccccc1
 : 6.4, 1.6%, -2.4, 4.6%, -3.3, -20.1%, 1.9%, 8.9%
CC(Nc1ccc(Br)cc1)C(=O)NC(=O)NC1CCCCC1 (stereo not drawn)
 : 16.2, 7.2%, 0.0, -1.0%, -0.9, -1.7%, -10.0%, 1.7%
C=CCc1cccc2cc(C(=O)NC)c(=O)oc12
 : 0.9, 10.6%, 2.3, -5.3%, 0.2, -6.3%, -4.4%, -3.0%
COC(=O)CCC(=O)Nc1ccc(OC)cc1
 : -6.9, 5.0%, 0.0, -1.7%, 0.2, -3.8%, -2.5%, 0.1%
CN(CC(=O)NC1CC1)S(=O)(=O)c1cc(Cl)ccc1Cl
 : 3.3, -5.9%, 0.4, 11.9%, 0.0, -3.9%, -3.6%, 6.5%

Compound activity deposited in PubChem BioAssay by National Center for Advancing Translational Sciences (NCATS).
